HPDE-C7 cytotoxicity – cytotoxicity in HPDE-C7 cells, cell-based, fluorescence, HTS (AID 430); one-dose cytotoxicity, % at 10 µM; EC50 in µM for titrated hits; 1.8% of 63,000 active; HPDE-C7 pancreatic duct cells viability, fluorescence; higher % means a stronger effect;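 note: cells exposed to compound for 48 hours before viability readout; 0% = vehicle and 100% = reference cytotoxic drug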
DPM-DC inhibit – S. pneumoniae DPM-DC inhibitors, primary screen, biochemical, PK/LDH-coupled NADH fluorescence. diphosphomevalonate decarboxylase (Streptococcus pneumoniae D39). purified DPM-DC. calls only at 10 µM. 0.49% of 65,000 active. AID 556, 2006;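 active = the 320 compounds with the highest percent inhibition in the single-dose primary screen, excluding strongly autofluorescent ones, cut at about 32% in these data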;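 note: kinetic rate of NADH fluorescence loss reporting ADP formed by the decarboxylase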
LYP inhibition – LYP phosphatase inhibitors, primary screen, biochemical, DiFMUP fluorescence, recombinant catalytic domain, 10 µM (AID 606). one-dose inhibition, % at 10 µM; IC50 in µM for titrated hits. Tyrosine-protein phosphatase non-receptor type 22 (Homo sapiens). recombinant LYP catalytic domain, DiFMUP fluorescence; higher % means a stronger effect. 52,000 tested, under 10 active;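 active = IC50 under 40 µM in the dose-response test; inactive = IC50 of 40 µM or more, or never dose-tested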
HT1080 viability – cytotoxicity in HT1080 fibrosarcoma cells, cell-based, fluorescence readout (AID 620); 0.42% of 87,000 active; HT1080 viability, fluorescence; higher % means a stronger effect; cytotoxicity, % at 10 µM, or EC50 in µM where a hit was titrated;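 note: cells exposed to compound overnight then 4 h with Alamar Blue; 0% = vehicle DMSO and 100% = killing control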
HPDE-C7K KRASV12 – cytotoxicity in KRAS-transformed pancreatic duct cells, primary screen, cell-based, fluorescence, HTS (AID 431); HPDE-C7K KRASV12 cells, Alamar Blue viability, 48 h; higher % means a stronger effect; one-dose cytotoxicity, % at 10 µM; EC50 in µM for titrated hits; 1.7% of 63,000 active;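 active = compounds whose percent cytotoxicity in the single-dose primary screen, scaled between solvent and toxic-drug controls, exceeds 50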;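 note: 0% = DMSO solvent wells and 100% = doxorubicin-treated wells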
Bfl-1 inhibitors – Bfl-1 inhibitors, primary screen, biochemical, fluorescence polarization, FITC-Bid, mouse (AID 432). Bcl-2-related protein A1 (Mus musculus). FITC-Bid BH3 peptide fluorescence polarization displacement; higher % means a stronger effect. displacement, % at 20 µM, or IC50 in µM where a hit was titrated. 0.02% of 64,000 active; in the data active = a potency from the dose series; inactive = the rest, 99 in 100 with displacement below about 15%; note: strong numbers were not always called active
Alkaline phosphatase – human TNAP enzyme inhibitors, biochemical, luminescent (AID 518). Alkaline phosphatase, tissue-nonspecific isozyme (Homo sapiens). purified TNAP enzyme, luminescent substrate readout; higher % means a stronger effect. inhibition, % at 20 µM; hits with a dose series show IC50 in µM. 0.09% of 64,000 active; in the data active = a potency from the dose series; inactive = the rest, 99 in 100 with inhibition below about 22%;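 note: plate controls were vehicle for no effect and reference inhibitor for full effect; many of its hits are not listed in these tables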
Spn MK inh – S. pneumoniae MK inhibitors, primary screen, biochemical, PK/LDH-coupled NADH absorbance | 0.48% of 65,000 active | purified MK, PK/LDH-coupled NADH absorbance 340 nm | mevalonate kinase [Streptococcus pneumoniae D39] | inhibition, % at 10 µM | AID 555, 2006;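 active = ranked among the strongest by inhibition in the single 10 µM screen, a fixed top-ranked set picked for dose follow-up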; note: no value below 0 was filed
Spn PMK inh – S. pneumoniae PMK inhibitors, primary screen, biochemical, mevalonate pathway, pilot trial included | inhibition, % at 10 µM | phosphomevalonate kinase (Streptococcus pneumoniae D39) | purified PMK, PK/LDH-coupled NADH absorbance 340 nm | AID 539, 2006 | 0.49% of 65,000 active;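 active = top-ranked compounds by inhibition in the single 10 µM screen, taking a fixed number of the strongest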;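 note: 0% = full reaction with DMSO carrier and 100% = background rate without enzyme reaction; no value below 0 was filed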
Spn PMK inh pilot replicates – second read-out of Spn PMK inh, no call of its own (marks repeat the call); inhibition, %; measured here: pilot screen replicates
Spn MK inh pilot replicates – also measured in Spn MK inh; calls as there; inhibition, %; measured here: pilot screen replicates
DPM-DC inhibit pilot screen % – further read-out of DPM-DC inhibit, marked with its call; inhibition, %; measured here: pilot screen trials
* = called active by the depositor; i = inactive; x = not tested or not shown. Cut-off read from the data, not from the text of the source, unless noted: active = cytotoxicity above about 50%; inactive = the rest.

SMILES	HPDE-C7 cytotoxicity	DPM-DC inhibit	LYP inhibition	HT1080 viability	HPDE-C7K KRASV12	Bfl-1 inhibitors	Alkaline phosphatase	Spn MK inh	Spn PMK inh	others
Cc1sc2nc(SCC(=O)NCc3ccco3)n(CCc3ccccc3)c(=O)c2c1C	-1%	i	2%	3%	4%	7%	4%	8	3	Spn PMK inh pilot replicates=2.5;Spn MK inh pilot replicates=0.0;DPM-DC inhibit pilot screen %=0.0
Cc1ccccc1NC(=O)c1c(-c2ccccc2)noc1C	-8%	i	4%	-10%	4%	-4%	12%	8	11
CCc1ccc(N(CC(=O)Nc2ccc(OC)cc2OC)S(C)(=O)=O)cc1	-1%	i	5%	-12%	-20%	4%	10%	13	7
COc1ccc(N2CCN(C(=O)CN3C(=O)c4ccccc4S3(=O)=O)CC2)cc1	-8%	i	10%	6%	-7%	2%	9%	7	0
CC1CCN(S(=O)(=O)c2ccc3c(c2)oc(=O)n3CC(=O)N2c3ccccc3CC2C)CC1 (stereo unspecified)	6%	i	8%	0%	8%	-3%	4%	8	18
O=C(c1cc2ccccc2oc1=O)N1CCN(Cc2ccc3c(c2)OCO3)CC1	x	i	-5%	1%	x	2%	8%	3	7
O=c1c2cccnc2[nH]c(=S)n1CCC1=CCCCC1	6%	i	6%	0%	6%	6%	11%	4	6
CC1=C(C(N)=O)C(c2ccccn2)n2nc(-c3ccccc3Cl)nc2N1 (stereo unspecified)	14%	i	5%	4%	8%	-2%	11%	4	8	Spn PMK inh pilot replicates=3.0;Spn MK inh pilot replicates=1.0;DPM-DC inhibit pilot screen %=0.0
Cc1ccc(C2c3c(oc4ccccc4c3=O)C(=O)N2c2nnc(C)s2)o1 (stereo unspecified)	x	i	x	-8%	x	x	x	5	10
N#CCCN1CCN(S(=O)(=O)c2ccc(S(=O)(=O)NC3CCCCC3)cc2)CC1	11%	i	-7%	-2%	16%	4%	13%	3	6	Spn PMK inh pilot replicates=1.5;Spn MK inh pilot replicates=0.0;DPM-DC inhibit pilot screen %=4.5
C=CCn1c(-c2cc(OC)c(OC)c(OC)c2)n[nH]c1=S	-2%	i	6%	-1%	-5%	-8%	8%	6	0
COc1ccc(CCNC(=O)C2CCN(Cc3nc(-c4ccc(Cl)cc4)oc3C)CC2)cc1OC	-22%	i	8%	-2%	-8%	-2%	-8%	5	10
O=C(Nc1nc(-c2ccccc2)cs1)C1CCCCN1S(=O)(=O)c1ccccc1 (stereo unspecified)	-8%	i	3%	1%	3%	-5%	15%	1	16	Spn PMK inh pilot replicates=2.5;Spn MK inh pilot replicates=6.0;DPM-DC inhibit pilot screen %=1.5
Nc1ncnc2c1ncn2[C@@H]1O[C@H](CO)[C@@H](O)[C@H]1O	-14%	i	7%	-14%	-17%	7%	9%	1	6	Spn PMK inh pilot replicates=2.5;Spn MK inh pilot replicates=0.0;DPM-DC inhibit pilot screen %=0.0
Cc1ccc2c(c1)N(CC(=O)O)C(=O)CO2	-7%	i	x	9%	0%	-4%	4%	0	10
COc1ccc(NC(=O)CN2CCC(n3c(C)nc4cc(F)ccc43)CC2)c(OC)c1	-20%	i	4%	5%	-15%	2%	11%	x	4
COc1cc(C(=O)NCCc2cn3ccccc3n2)cc(OC)c1OC	-15%	i	19%	x	-17%	6%	1%	6	0
CC(=O)NC(=O)NC1OC(=O)C(Cl)=C1Cl (stereo unspecified)	-17%	i	x	0%	-21%	9%	11%	0	7
CCCCc1c(O)nc(SCC(=O)Nc2ccc3c(c2)CCC3)[nH]c1=O	4%	i	1%	0%	-3%	0%	5%	0	19	Spn PMK inh pilot replicates=0.5;Spn MK inh pilot replicates=0.0;DPM-DC inhibit pilot screen %=0.0
O=c1c2ccccc2oc2nc(-c3ccco3)n(CCc3ccccc3)c(=O)c12	0%	i	x	8%	8%	-6%	10%	7	9
CC(=O)Nc1cccc(NC(=O)C2CCCN2C(=O)Nc2cccc(C)c2)c1 (stereo unspecified)	-10%	i	-8%	-18%	-6%	0%	3%	7	9
O=C(CCc1ccc(S(=O)(=O)N2CCCCC2)cc1)c1nnc(-c2ccccc2)o1	-9%	i	-1%	7%	-2%	-4%	12%	8	0
Cc1ccc(C)c(N2CCN(C(=O)CCS(=O)(=O)c3cccc4nonc34)CC2)c1	3%	i	11%	-2%	6%	3%	12%	8	4
COC(=O)COc1cccc(NC(=O)c2cccs2)c1	9%	i	18%	11%	-12%	-10%	11%	0	0
Cc1ccc(C2C(C#N)=C(N)Oc3c2sc2ccccc32)o1 (stereo unspecified)	11%	i	x	47%	23%	-15%	13%	18	5
CC(C)(C)NC(=O)Cn1nnc(-c2ccc(S(C)(=O)=O)cc2)n1	-27%	i	0%	-2%	-11%	-10%	3%	6	12
C/C(Cl)=C/Cn1c(N2CCCC2)nc2c1c(=O)n(C)c(=O)n2C	-4%	i	5%	-10%	-2%	6%	14%	0	21
CC(=O)Nc1nc(C)c(Oc2ccccc2)c(=O)[nH]1	6%	i	x	-6%	7%	-11%	5%	0	10
O=C(CCN1CCCC1)Nc1cccc(Br)c1	7%	i	x	2%	3%	0%	8%	1	2
CC(C)CCSc1nc(N2CCOCC2)c2c(c1C#N)CC(C)(C)OC2	23%	i	-3%	-9%	28%	-3%	8%	4	0
Cc1cc(C)nc(NC(=O)CCCC(=O)O)c1	-10%	i	6%	12%	2%	-1%	10%	3	12
CN(CC1CCCO1)S(=O)(=O)c1ccc(C(=O)Nc2nc(-c3ccccn3)cs2)cc1 (stereo unspecified)	29%	i	-15%	x	17%	0%	-11%	0	5
CCCCc1ccc(NC(=O)COCC)cc1	-13%	i	4%	8%	-3%	-4%	4%	6	0	Spn PMK inh pilot replicates=1.0;Spn MK inh pilot replicates=0.5;DPM-DC inhibit pilot screen %=0.0
COc1cccc(C2c3c(oc4ccc(F)cc4c3=O)C(=O)N2CCCN2CCOCC2)c1 (stereo unspecified)	-1%	i	16%	x	-8%	2%	1%	10	17
O=C(CN(Cc1ccco1)C(=O)CNS(=O)(=O)c1ccc(Cl)cc1)NCc1ccc(F)cc1	70%*	i	0%	-12%	78%*	-2%	16%	0	0	Spn PMK inh pilot replicates=5.5;Spn MK inh pilot replicates=1.5;DPM-DC inhibit pilot screen %=0.5
O=C(O)CCCC(=O)Nc1cccc2cccnc12	-21%	i	5%	-3%	-16%	-3%	4%	8	1
CC1(C)CC(=O)c2cc(OCC(=O)NCc3cccnc3)ccc2O1	-18%	x	8%	22%	-7%	-4%	3%	0	7
COC(=O)CNC(=O)c1nn(-c2cccc(OC)c2)c(=O)c2ccccc12	-2%	i	3%	34%	0%	-9%	-9%	0	9
O=c1ccccn1Cc1ccccc1F	-8%	i	3%	1%	-8%	-1%	7%	9	21
CCN1C(=O)c2cccc3c(S(=O)(=O)Nc4ccccn4)ccc1c23	25%	i	x	10%	25%	0%	3%	6	12
Cc1occc1C(=O)NC1CCCc2ccccc21 (stereo unspecified)	1%	i	x	-3%	5%	7%	6%	7	5
CCCC(c1nnnn1Cc1ccccc1)N1CCN(c2ccccc2OC)CC1 (stereo unspecified)	3%	i	10%	4%	15%	6%	14%	14	9
CCCCn1c(SCC(=O)Nc2cc(C)on2)nnc1-c1cccnc1	-12%	i	6%	2%	-12%	3%	16%	11	12	Spn PMK inh pilot replicates=0.0;Spn MK inh pilot replicates=0.0;DPM-DC inhibit pilot screen %=0.0
Cc1coc2c(O)cc3c(c12)OC1(N2CCCCC2)C(=O)NCCCC31 (stereo unspecified)	11µM*	i	3%	-7%	11µM*	4%	14%	11	0
Cc1nn(C)c(C)c1Sc1ccc(Br)cc1	-11%	i	9%	6%	-7%	-7%	8%	2	13
O=C(Nc1cccc(F)c1)Nc1ccccn1	7%	i	-4%	x	6%	-6%	12%	5	0
CCCn1c(SCC(=O)O)nc2ccccc21	-21%	i	2%	-2%	-6%	-2%	12%	5	11
CCOC(=O)N1CCN(Cc2ccccn2)CC1	-2%	i	x	10%	4%	-4%	5%	38	0
COCCOCCOCCC(=O)NC1CC2CCC1(C)C2(C)C (stereo unspecified)	-3%	i	4%	2%	4%	2%	1%	0	3
COc1cc(CN2CCN(S(=O)(=O)c3ccc(NC(C)=O)cc3)CC2)cc(OC)c1O	-2%	i	-1%	-10%	4%	-6%	2%	0	0
Cc1nn2c3ccccc3nc2n(Cc2ccccc2)c1=O	-9%	i	11%	2%	-21%	8%	20%	0	0
Cc1cccc2cc3c(NC(=O)C(C)C)nn(C)c3nc12	5%	i	8%	-4%	-10%	-6%	-12%	9	14
Cc1[nH]n2c(=O)cc(C(C)(C)C)nc2c1-c1ccccc1	77%*	i	x	4%	82%*	4%	-98%	12	13
COc1ccc(-c2noc(COc3ccc4ccccc4c3Br)n2)cc1OC	40%	i	11%	0%	58%*	-9%	13%	10	13	Spn PMK inh pilot replicates=5.0;Spn MK inh pilot replicates=0.5;DPM-DC inhibit pilot screen %=2.0
COc1ccc(NC(=O)CSc2nnc(Cn3c(=O)sc4ccccc43)n2C)c(OC)c1	-21%	i	x	-1%	-7%	0%	-1%	0	0
COc1cc(OC)c(NC(=O)Nc2ccc(OC)c(OC)c2)cc1Cl	3%	i	5%	1%	3%	-3%	1%	5	5
CC(C)CCNC(=O)CCn1nc(-c2ccccc2)ccc1=O	3%	i	x	7%	-6%	-13%	5%	0	11
CSc1nc(C)c(Cl)c(C)c1C#N	1%	i	13%	-6%	-11%	4%	5%	4	11
O=C(NCCCn1ccnc1)c1cc(C2CC2)on1	-6%	i	9%	-4%	4%	-3%	10%	2	4
N#C/C(=C(\O)c1ccco1)c1ccccn1	-5%	i	-1%	17%	-1%	3%	4%	0	15
CCC(NC(=O)c1ccccc1O)c1ccccc1 (stereo unspecified)	-4%	x	4%	-3%	1%	2%	10%	10	9
CCC(=O)Nc1cccc(NC(=O)CSc2nnnn2C)c1	0%	i	0%	-1%	-8%	-5%	11%	0	22
Cn1c(=O)n(C)c2cc(NC(=O)CSc3nnc(-c4ccccc4O)n3-c3ccccc3)ccc21	14%	i	5%	9%	13%	-4%	-1%	6	7

Pulled by structure from above (2):
SMILES	HPDE-C7 cytotoxicity	DPM-DC inhibit	LYP inhibition	HT1080 viability	HPDE-C7K KRASV12	Bfl-1 inhibitors	Alkaline phosphatase	Spn MK inh	Spn PMK inh	others
Cn1c(=O)n(C)c2cc(NC(=O)CSc3nnc(-c4ccccc4O)n3-c3ccccc3)ccc21	14%	i	5%	9%	13%	-4%	-1%	6	7
COc1ccc(-c2noc(COc3ccc4ccccc4c3Br)n2)cc1OC	40%	i	11%	0%	58%*	-9%	13%	10	13	Spn PMK inh pilot replicates=5.0;Spn MK inh pilot replicates=0.5;DPM-DC inhibit pilot screen %=2.0

Screens as filed in PubChem BioAssay.
